Assay outcomes deposited in PubChem by National Center for Advancing Translational Sciences (NCATS).
HP1b binding inh: HP1-beta chromodomain-methylated histone interaction inhibition; P83916; AlphaScreen HP1-beta / biotin-H3K9me3 peptide binding; Potency, µM (titrated, usually from 114 µM), for inactives: top-dose activity change, negative = inhibition, most hits filed as inhibitors; 0.56% of 390,000 active; AID 540317; further: potency means the concentration at half of the fitted maximal effect; nearly all actives have a fitted effect of over 70% in size; inactives centre near 23
Target sequence (P83916 whole entry, looked up): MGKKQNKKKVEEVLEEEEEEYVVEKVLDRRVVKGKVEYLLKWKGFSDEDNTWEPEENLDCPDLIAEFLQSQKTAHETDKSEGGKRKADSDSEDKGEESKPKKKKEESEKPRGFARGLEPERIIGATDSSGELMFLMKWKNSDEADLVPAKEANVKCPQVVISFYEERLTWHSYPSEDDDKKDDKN
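HP1-beta protein (50 nM final) preincubated 30 min at room temperature with biotinylated H3(1-18)K9me3 peptide (50 nM) in PBS pH 7.4, 0.01% Tween-20, then compound added for 30 min. AlphaScreen streptavidin donor/nickel chelate acceptor beads (10 ug/mL final), 30 min dark, luminescence read.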
G9a inh: inhibitors of human histone lysine methyltransferase G9a | Q96KQ7 | G9a H3K9 monomethylation, AlphaScreen, 2 h | Potency, µM (top dose mostly 102 µM), without a hit: at the top dose activity, negative = inhibition, usual class: inhibitors | 8.8% of 350,000 active; further: potency means the concentration at half of the fitted maximal effect; on the % scale 0 is the no-effect control and ±100 the full control effect; nearly all actives have a fitted effect of over 75% in size
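G9a (20 nM) preincubated 15 min RT with compounds, then 500 nM biotinylated H3K9 peptide and 20 uM SAM added; 2 h RT reaction. Monomethyl-H3K9 product detected by AlphaScreen with anti-H3K9me1 antibody, streptavidin donor and anti-rabbit IgG acceptor beads.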
PI4K2A inh: PI4K2A (human) kinase inhibition. activity change, negative = inhibition, % at 76.9 µM. purified PI4K2A, ADP-Glo luminescence, 1 h; active compounds read low. 0.13% of 420,000 active. Q9BTU6; in the data active means activity change below about -50%; inconclusive means mostly about -30% to -49%;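 further: -100% = wells without enzyme as full effect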
Target sequence (Q9BTU6 whole entry, looked up): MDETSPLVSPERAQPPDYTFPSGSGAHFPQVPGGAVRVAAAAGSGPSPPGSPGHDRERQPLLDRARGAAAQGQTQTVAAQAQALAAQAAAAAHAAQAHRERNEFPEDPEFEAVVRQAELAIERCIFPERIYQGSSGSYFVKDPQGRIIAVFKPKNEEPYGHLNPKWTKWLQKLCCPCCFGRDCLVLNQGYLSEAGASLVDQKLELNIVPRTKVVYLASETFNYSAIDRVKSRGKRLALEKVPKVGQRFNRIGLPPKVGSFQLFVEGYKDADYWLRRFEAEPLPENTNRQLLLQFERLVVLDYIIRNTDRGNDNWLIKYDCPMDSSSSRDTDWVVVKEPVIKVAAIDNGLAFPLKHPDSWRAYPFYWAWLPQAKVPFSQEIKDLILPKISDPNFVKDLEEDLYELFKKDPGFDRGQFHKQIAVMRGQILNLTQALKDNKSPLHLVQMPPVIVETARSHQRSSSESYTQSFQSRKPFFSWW
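Compounds are screened against recombinant PI4K2A using PI as substrate and ATP, the latter dispensed at 300 microM. Reactions run one hour at ambient temperature before ADP-Glo detection; full inhibition defined by wells lacking enzyme.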
ERG Ets-DNA blk: ERG Ets/DNA interaction inhibition. fluorescence polarization, His-ERG Ets domain / labelled DNA. Potency, µM (series often up to 76.9 µM), without a hit: top-dose FP activity, negative = inhibition, hits mostly inhibitors. 0.028% of 370,000 active. AID 624246; active means well fitted inhibition curve with a large enough effect in the polarisation, with a control signal flat; inconclusive means small, poorly fitted or top-dose-only effect, or effect the other way, or a change in a side signal; inactive means no such curve, though single readings can be large or run the other way; the % refers to the polarisation;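 further: polarization taken with two DNA probes labelled with fluorescein and Texas red; potency means the concentration at half of the fitted maximal effect; % of control where 0% means no effect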
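His-tagged ERG Ets domain (1 uM in the protein solution; 300mM KCl, 50mM Tris-HCl, 1mM EDTA, 1mM DTT, pH 7.5) received compound, then a probe mix of 5 nM fluorescein-DNA and 100nM Texas-615-DNA. Fluorescence polarization was read for both dyes.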
GLS inh: inhibitors of human glutaminase (GLS). O94925. 0.21% of 410,000 active. Potency, µM (series often up to 45.5 µM), inactives show at the highest dose activity change, negative = inhibition, actives largely listed as inhibitors. GLS enzymatic activity, qHTS titration. AID 624170; further: potency means the concentration at half of the fitted maximal effect; on the % scale 0 is the no-effect control and ±100 the full control effect
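Two-point fluorescence kinetic (t0, 30 min RT) for hKGA; glutamate detected via glutamate oxidase–HRP–Amplex Red. Substrate: 1 mM L-glutamine solution; buffer 45 mM KH2PO4, pH 8.2.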
PGK inhibitor: inhibitors of T. brucei phosphoglycerate kinase; P07378; PGK/GAPDH coupled, Kinase-Glo luminescence, 60 min; Potency, µM (doses to about 57.5 µM), for inactives: at the highest dose activity change, negative = inhibition, actives largely listed as inhibitors; 0.043% of 380,000 active; further: potency means the concentration at half of the fitted maximal effect; on the % scale 0 is the no-effect control and ±100 the full control effect; nearly all actives have a fitted effect of over 60% in size
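Luminescent ATP detection (Kinase-Glo Plus) follows a 60-minute room-temperature incubation, with wells lacking PGK as controls. Buffer: 100 mM TEA (pH 7.6), 5 mM MgCl2, 0.01% Tween-20. Coupling enzyme GAPDH (100 nM final) supplies unstable 1,3-BPG in-well.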
JMJD2A Tudor: JMJD2A Tudor domain (human) inhibition; O75164; AlphaScreen JMJD2A-Tudor / H3K4me3 peptide binding; Potency, µM (doses to about 114 µM), for inactives: at the highest dose activity change, negative = inhibition, usual class: inhibitors; 4.4% of 390,000 active; further: potency means the concentration at half of the fitted maximal effect; on the % scale 0 is the no-effect control and ±100 the full control effect; nearly all actives have a fitted effect of over 50% in size
Pin1 inhibitor: inhibitors of human Pin1; Q13526; Potency, µM (series often up to 115 µM), for the others: at the highest dose activity, negative = inhibition, most hits filed as inhibitors; Pin1 FP peptide displacement, HiFluor488, 10 min; AID 504891; 0.009% of 390,000 active; active means well fitted inhibition curve with a large enough effect in the polarisation, with a control signal flat, not every such curve was filed as active; inconclusive means small, poorly fitted or top-dose-only effect, or effect the other way, or a change in a side signal; inactive means no such curve, though single readings can be large or run the other way; the % refers to the polarisation; further: potency means the concentration at half of the fitted maximal effect; on the % scale 0 is the no-effect control and ±100 the full control effect
Target sequence (Q13526 whole entry, looked up): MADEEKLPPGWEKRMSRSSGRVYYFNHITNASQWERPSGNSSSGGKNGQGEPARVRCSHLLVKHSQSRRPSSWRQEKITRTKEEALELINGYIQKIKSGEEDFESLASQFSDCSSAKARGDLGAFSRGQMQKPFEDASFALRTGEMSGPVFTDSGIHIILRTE
BAZ2B block: BAZ2B (human) inhibition; Q9UIF8; AlphaScreen BAZ2B-H3K14Ac peptide displacement; Potency, µM (doses to about 114 µM), without a hit: at the top dose activity change, negative = inhibition, actives largely listed as inhibitors; 4.4% of 360,000 active; AID 504333; further: potency means the concentration at half of the fitted maximal effect; on the % scale 0 is the no-effect control and ±100 the full control effect; nearly all actives have a fitted effect of over 60% in size
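AlphaScreen displacement: compounds (up to 110uM) incubated 30 min at room temperature with a preformed 50 nM BAZ2B/50 nM biotinylated H3K14Ac peptide complex in PBS pH 7.4 with Tween-20. Donor and acceptor beads at 10 ug/mL final added, 20 min light-protected before reading.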
* marks the source's active call; other numbers are inactive results; i = inactive; u = inconclusive; x = not tested or not shown; [ ] = another dose, or the depositor's remark. Unless noted, the call rests on the fitted dose curve; in most records, active means well fitted curve in the direction sought with a large enough effect; inconclusive means small, poorly fitted or top-dose-only effect, or another doubt; inactive means no such curve, though single readings can be large; an effect the other way counts as inactive or inconclusive. Compounds were not picked by outcome; any-hit rate near 11%.

canonical_smiles	HP1b binding inh	G9a inh	PI4K2A inh	ERG Ets-DNA blk	GLS inh	PGK inhibitor	JMJD2A Tudor	Pin1 inhibitor	BAZ2B block
Cc1ccc(/C=N/NC(=O)CSc2nnc(-c3ccc(Cl)cc3)n2-c2ccccc2)o1	-6%	u	-6	-14%	5%	-6%	-7%	3%	-6%
Cc1ccc(S(=O)(=O)N2CCN(C(=O)CSc3ccc(F)cc3)CC2)cc1	-5%	-5%	-1	21%	-5%	i	-15%	-1%	-12%
Cc1ccc(C23CC4CC(CC(CC(=O)NC(C)(C)CO)(C4)C2)C3)cc1	41%[activator]	9%	0	-4%	-2%	-5%	-1%	-3%	-3%
COc1ccccc1-c1noc(-c2cccs2)n1	56%[activator]	105%[activator][59 µM]	-4	-4%	-1%	-10%	15%	3%	-4%
Cn1c(=O)[nH]c(=O)c2[nH]c(CO)nc21	19%	x	9	-9%	-11%	-7%	u	-13%	x
Cc1cc2ccccn2c1C(=O)Nc1cccc(Cl)c1	22%	2%	2	-4%	7%	-6%	27%	0%	5%
Cc1c(Cl)cccc1NC(=O)CC1Sc2ccccc2NC1=O (centres undefined)	37%	1%[2.33 µM]	3	0%	-1%	6%	-7%	8%	12%
CCOc1ccc(CN(C)C(=O)CNC(=O)c2ccc3ccccc3c2)cc1OC	25%	-34%	0	1%	-2%	-3%	-11%	1%	-32%
CC(=O)Nc1ccc(NC(=O)C(C)OC(=O)C(C)SCC(=O)Nc2ccc(C)cc2)cc1 (centres undefined)	33%	-29%	-3	3%	-2%	-4%	-2%	-6%	-4%
Cc1ccc(-c2nnc(Nc3ccc(Br)cc3)c3ccccc23)cc1S(=O)(=O)N1CCN(C)CC1	32%	-32%[59 µM]	1	-1%	5%	9%	u	5%	u
CNC(C)c1cc(OC)ccc1OC (centres undefined)	20%	10%	2	0%	8%	x	-2%	-12%	0%
CCOC(=O)c1ccc(NC(=O)CC2S/C(=N/N=C/c3c[nH]c4ccccc34)NC2=O)cc1 (centres undefined)	48%[activator]	35%[59 µM]	-4	-2%	6%	-1%	-20%	19%	5%
COc1ccc(CNC(=O)C2(c3ccc(Cl)cc3)CC2)cc1	39%[activator]	16%[59 µM]	0	-4%	4%	-1%	3%	-6%	10%
Cc1noc(C)c1NC(=O)Nc1ccc2c(c1)C(=O)N([C@H](C)CO)C[C@H](C)[C@@H](CN(C)S(=O)(=O)c1ccccc1)O2	69%[activator]	x	-5	10%	-6%	-3%	-6%	1%	x
CC(=O)c1sc(NC(=O)CCCc2nc3ccccc3c(=O)[nH]2)nc1-c1ccccc1	22%	6%[12.7 µM]	3	20%	1%	-1%	-23%	44%[activator]	-6%
COc1ccc(C(=O)NC(=S)N2CCN(c3ccccc3OC)CC2)cc1	19%	16%	0	1%	15%	10%	-27%	-1%	-31%
Cc1ccc(C(=O)NCC(=O)NCc2ccc(Cl)cc2)s1	7%[57 µM]	x	0	-11%	-11%	-4%	-11%	0%	x
COc1cccc(C(=O)NCCc2sc(-c3cccc(C)c3)nc2C)c1	24%[57 µM]	6%[59 µM]	0	-5%	7%	11%	-7%	-1%	-3%
O=C(CSc1nccn1Cc1ccc(Cl)cc1)NC1CCCC1	5%[57 µM]	-29%[59 µM]	5	4%	-10%	7%	-15%	-9%	u
Cc1oc2c(C)c3oc(=O)c4c(c3cc2c1C)CCC4	34%	-3%[59 µM]	2	0%	2%	7%	-5%	0%	11%
COCCCn1c(Cc2ccccc2)nnc1SCC(=O)N1CCCCC1	46%[activator]	-29%	4	2%	1%	-1%	-7%	-14%	33%[activator]
S=c1[nH]nc(COc2ccc(Cl)cc2Cl)n1-c1ccccc1	30%	10µM*	0	-6%	u	4%	-34%	6%	-30%
COC(=O)c1ccc(-c2nn(C)c(=O)c3ccccc23)cc1	-1%	-9%[59 µM]	5	1%	3%	i	-19%	13%	9%
CCOC(=O)c1cnc2c(C)c(Cl)ccc2c1N1CCOCC1	33%	8%	-2	-10%	6%	-13%	-5%	3%	-2%
S=C(NCc1ccncc1)Nc1cccc(Cl)c1	39%[activator]	20%[59 µM]	1	1%	20%	3%	-4%	2%	0%
O=C(NC1CCCN(Cc2ccc(Cl)cc2)C1)c1ccnc(Cl)c1 (centres undefined)	13%	u	-5	4%	-3%	-3%	-7%	-2%	-19%
Cc1ccc(NC(=S)NCC2CCN(C(C)c3ccccc3)C2)cc1C (centres undefined)	25%	u	2	4%	15%	-2%	-33%	0%	-3%
CCOC(=O)Cn1c(=N)n(CCOc2ccc(Br)cc2)c2ccccc21	29%	-18%	-2	-1%	0%	3%	-14%	-7%	-14%
O=C(O/N=C\c1ccc(N2CCCCC2)c([N+](=O)[O-])c1)c1cccc(C(F)(F)F)c1	u	5µM*	1	1%	-1%	0%	u	u	u
Cc1cccc(C)c1NC(=S)NN1CCN(C)CC1	38%[activator]	-36%[59 µM]	-3	-1%	10%	9%	0%	u	4%
Fc1ccc(-n2ncc3c(Nc4ccc(Oc5ccccc5)cc4)ncnc32)cc1	28%	-1%[59 µM]	-1	-10%	-4%	4%	-5%	-1%	2%
O=C(Nc1ccc(-n2ccnc2P(=O)(O)c2ccccc2)cc1)c1ccccc1Br	-21%	u	1	-5%	14%	-4%	8.9µM*	-5%	45µM*
Cc1cccc(N2CCN(C(=O)c3ccc(Cl)c(NC4=NC5CS(=O)(=O)CC5S4)c3)CC2C)c1 (centres undefined)	41%[activator]	22%	-1	-1%	11%	-8%	-25%	-9%	-19%
CCN1C(=O)[C@@H]2[C@@H](c3ccc(-c4ccc(OC)cc4)cc3)N3CCCC[C@@]3(C(=O)OC)[C@@H]2C1=O	10%	-1%[2.33 µM]	0	12%	2%	3%	-17%	61%[activator]	1%
CCOC(=O)Cn1c(CN2CCN(C(c3ccccc3)c3ccccc3)CC2)nc2c1c(=O)n(C)c(=O)n2C	12%	u	1	12%	2%	5%	-29%	1%	-25%
Cc1cccc(SCc2noc(C(=O)NC(C)C)c2C(=O)O)c1	51%[activator]	28%[0.501 µM]	-4	2%	10%	2%	-8%	0%	-22%
Clc1ccc(Cn2c(-c3cccnc3Cl)nc3ccccc32)c(Cl)c1	2%	6%	0	4%	-1%	-7%	-25%	16%	5%[57.1 µM]
Cc1ccc(C(=O)N2CC(=O)NC(=O)C2)cc1	47%[activator]	x	2	-13%	22%	6%	-7%	6%	1%
N#CCCN(Cc1cccnc1)C(=S)NC1CC2C=CC1C2 (centres undefined)	14%	2%	1	34%[activator]	-13%	0%	-11%	-3%	3%
COc1ccc(NC(=O)CS(=O)CC(=O)Nc2ccc(OC)c(OC)c2)cc1 (centres undefined)	5%	21%	0	-4%	-3%	-6%	-13%	-7%	7%
COc1ccccc1CCNC(=O)C(=O)NCC(c1ccco1)S(=O)(=O)c1ccccc1 (centres undefined)	14%	5%[59 µM]	-1	-3%	-7%	0%	-6%	-5%	-5%
COc1cccc(Oc2ccc(N/C=C/C(=O)C(C)(C)C)cc2)c1	19%	u	1	-8%	0%	5%	-13%	3%	-2%
Cc1ccc(OCCN2C(=O)OC(C)(C)C2(C)O)cc1 (centres undefined)	12%	-12%	-11	-2%	-3%	i	-13%	3%	-2%
CN(CCN1CCOCC1)C(=O)CC1C(=O)NCCN1Cc1ccccc1C(F)(F)F (centres undefined)	46%	45µM*	-8	-12%	-5%	-10%	-10%	-19%	-27%
Nc1cc2sc(-c3ccc(C(=O)O)cc3)nc2cc1Cl	54%[activator]	-7%	-76*	5%	1%	u	14%	3%	0%
Cc1ccc(Cn2c(SCC(=O)N(C)C3CCS(=O)(=O)C3)nc3ccccc3c2=O)cc1 (centres undefined)	15%	-32%	4	6%	14%	5%	-19%	11%	5%
COc1cccc(NC(=O)CN(C2=NC3CS(=O)(=O)CC3S2)c2cccc(C)c2)c1 (centres undefined)	19%	x	-1	-7%	2%	-10%	-16%	1%	9%
Cc1ccc(NC(=O)CSc2nc3c(c(=O)[nH]2)CCC3)cc1C	13%	-32%[59 µM]	0	-2%	7%	3%	-10%	5%	1%
OC(COc1ccc(CNCCc2ccc(C(F)(F)F)cc2)cc1)CN1CCCCC1 (centres undefined)	24%	u	-1	10%	-3%	-4%	-17%	5%	-8%
CCOC(=O)c1c(NC(=O)Cc2ccccc2)sc2c1CC(C)(C)NC2(C)C	19%	u	-1	-4%	-8%	-9%	-28%	-1%	-11%
O=C(/C=C/c1ccc(Cl)cc1)NCc1ccncc1	35%	5%[59 µM]	-2	-8%	13%	3%	-4%	2%	-26%
Cc1cc(C)n(-c2ccc(C(=O)Nc3ccc(S(=O)(=O)N(C)C)cc3)cc2)n1	26%	-4%[59 µM]	3	14%	-13%	-1%	-3%	6%	4%
Cc1oc(-c2cccc(Cl)c2)nc1CN1CCC(C(=O)NCc2cccnc2)CC1	10%	20%[59 µM]	-7	0%	6%	-4%	10%	-5%	-11%
